Assay outcomes (PubChem BioAssay)
zVAD death inh – L929 zVAD cell death inhibition. L929 zVAD necroptosis rescue, ATP luminescence, 24 h; with zVAD 60 µM. viability rescue, % at 10 µM. 220,000 compounds, 0.38% hits. AID 1377;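 active = activation, scaled between plate controls, above about 75%, limit read from the data; inactive = activation under that limit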;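 also: 0% = zVAD with DMSO and 100% = DMSO alone without zVAD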
14-3-3 Bad PPI – disrupts binding of bovine 14-3-3 zeta to phospho-Bad peptide. TR-FRET 14-3-3zeta/Dy647-pBad peptide displacement, 1 h. P63103. AID 781. 220,000 compounds, 0.71% hits. inhibition, % at 21.7 µM;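 active = inhibition above about 70%, limit read from the data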;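 also: 0% = full 14-3-3 plus peptide FRET controls and 100% = background without 14-3-3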
eIF4E 4G PPI – blocks eIF4E binding to eIF4G | TR-FRET eIF4E-eIF4GI(517-606) binding, 2 h | 220,000 compounds, 0.37% hits | inhibition, % at 21.7 µM;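 active = inhibition above about 30%, limit read from the data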;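 also: 0% = full FRET control wells and 100% = background wells lacking eIF4GI fragment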
TbHK1 inh – T. brucei hexokinase 1 inhibition; recombinant TbHK1, G6PDH-coupled NADH A340; inhibition, % at 10 µM; 220,000 compounds, 0.11% hits; AID 1430;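 active = inhibition of 50% or more in the single-dose primary screen; inactive = inhibition below 50%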
Hck Nef HTS – inhibitors of human Hck kinase activated by Nef; 220,000 compounds, 0.68% hits; Recombinant Hck-YEEI plus Nef, Z-Lyte FRET kinase assay; inhibition, % at 20 µM;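 active = Hck-Nef kinase inhibition above about 50%, limit read from the data; inactive = inhibition below that limit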;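 also: 0% = DMSO with Hck plus Nef and 100% = Hck alone without Nef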
Target sequence (P08631 whole entry, looked up): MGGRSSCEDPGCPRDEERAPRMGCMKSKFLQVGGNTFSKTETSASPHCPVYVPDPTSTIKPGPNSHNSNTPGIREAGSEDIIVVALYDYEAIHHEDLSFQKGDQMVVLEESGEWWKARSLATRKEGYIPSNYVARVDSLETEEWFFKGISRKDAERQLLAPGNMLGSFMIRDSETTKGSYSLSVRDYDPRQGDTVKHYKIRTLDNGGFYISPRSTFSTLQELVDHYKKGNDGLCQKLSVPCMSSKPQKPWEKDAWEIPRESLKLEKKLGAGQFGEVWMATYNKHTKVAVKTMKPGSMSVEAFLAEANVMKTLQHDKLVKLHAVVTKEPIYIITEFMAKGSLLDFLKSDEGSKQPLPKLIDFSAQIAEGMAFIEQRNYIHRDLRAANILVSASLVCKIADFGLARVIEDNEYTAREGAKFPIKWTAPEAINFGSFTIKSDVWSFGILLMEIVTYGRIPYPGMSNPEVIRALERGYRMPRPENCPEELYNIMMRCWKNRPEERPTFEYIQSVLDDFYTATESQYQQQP
EP2 antag – inhibitors of human EP2 prostaglandin E2 receptor; P43116; C6 glioma cells expressing human EP2, cAMP TR-FRET; cells stimulated with saturating PGE2; inhibition, % at 25 µM; 260,000 compounds, 0.52% hits; AID 1422;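 active = percent inhibition above 40 after rounding to a whole number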;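 also: rat C6 glioma host cells with rolipram phosphodiesterase inhibitor present; the protocol text gives 20 µM as final concentration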
Target sequence (P43116 whole entry, looked up): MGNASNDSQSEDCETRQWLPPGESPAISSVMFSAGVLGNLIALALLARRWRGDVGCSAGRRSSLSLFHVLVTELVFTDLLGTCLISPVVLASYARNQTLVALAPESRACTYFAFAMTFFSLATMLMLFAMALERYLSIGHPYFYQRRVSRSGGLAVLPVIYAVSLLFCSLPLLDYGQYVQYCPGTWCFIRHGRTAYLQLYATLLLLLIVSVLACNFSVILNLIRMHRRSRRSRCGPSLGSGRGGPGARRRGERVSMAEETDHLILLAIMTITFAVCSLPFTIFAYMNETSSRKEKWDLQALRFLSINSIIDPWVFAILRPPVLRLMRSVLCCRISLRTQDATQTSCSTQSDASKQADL
EP2 mod – modulates human prostaglandin E2 receptor EP2 signaling | P43116 | 260,000 compounds, 0.83% hits | AID 940 | induction, % at 25 µM | EP2-expressing cells, cAMP HTRF FRET, PGE2 co-stimulation;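 active = compounds whose cAMP rise, as percent of the full-agonist control response, exceeds 60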;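 also: rat C6 glioma line stably carrying human EP2 under a CMV promoter; the protocol text gives 20 µM as final concentration; 100% = response of wells given 1 µM PGE2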
Calpain2 inh – blocks pig calpain II enzyme activity | 220,000 compounds, 0.37% hits | AID 1236 | inhibition, % at 16 µM | purified calpain II, fluorogenic peptide substrate, 30 min;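 active = inhibition above about 50%, limit read from the data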
Rad51 HR inh – Rad51 (human) homologous recombination inhibition; Q06609; hRad51 DNA strand exchange, fluorescence dequenching; inhibition, % at 10 µM; 200,000 compounds, 0.085% hits; AID 1385;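 active = inhibition above 40% at the single screening dose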;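 also: 0% = DMSO control wells and 100% = blanks with heterologous ssDNA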
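System: hRad51 filaments on single-stranded DNA; reagent: Fluorescein- and BHQ1-tagged 47-mer duplex; compound dosing: one concentration, 10 µM final; timing: filaments 15 min 37 °C, then compound 30 min; measured by: fluorescein emission 520 nm, excitation 485 nm; benchmarks: per-plate controls and blanks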
* = called active by the depositor; nt = not tested or not shown; & = joins results of further samples; [ ] = dose if it differs, or a comment.

SMILES	zVAD death inh	14-3-3 Bad PPI	eIF4E 4G PPI	TbHK1 inh	Hck Nef HTS	EP2 antag	EP2 mod	Calpain2 inh	Rad51 HR inh
CN(C)c1ccc(C=NCC2COc3ccccc3O2)cc1 (stereo not given)	0.9	-10	0	-43	22	7	-17	19	-8
Cc1ccc(C(=O)Nc2ccccc2C(=O)NC(Cc2ccccc2)C(=O)O)cc1 (stereo not given)	2.7	5	-1	-3	-5	4	3	-34	5
O=C(O)CCCC(=O)NCCc1cccc(Cl)c1	0.0	0	0	-1	0	0	-11	13	-5
COCC(=O)Nc1nnc(-c2ccc(C(C)(C)C)cc2)s1	20	3	8	1	15	4	-35	21	5
Cn1nc(CC(=O)NCc2ccc(C(F)(F)F)cc2)c2ccccc2c1=O	1.5	-4	1	6	1	13	5	-21	-1
Cc1ccccc1NC(=O)COc1ccc2oc(=O)cc(C)c2c1	9.0	-2	7	-1	18	1	-17	-43	0
O=C(/C=C/c1ccccc1)Nc1nnc(SCC(=O)c2ccc3ccccc3c2)s1	2.1	-4[fluorescence artefact?]	3[fluorescence artefact?]	-11	4	2	-24	-68	nt
COc1ccccc1CN1CCCC(C(=O)N2CCCCC2)C1 (stereo not given)	0.1	27	1	0	14	11	20	-17	13
CCOC(=O)C1[C@H]2C(=O)N(C(C)c3ccc(OC)cc3)C[C@]23C=C[C@H]1O3 (stereo not given in full)	-0.9	1	-14	2	7	1	0	-18	-2
COc1ccc(CCNC(=O)C(=O)Nc2ccc3nc4n(c(=O)c3c2)CCCCC4)cc1OC	1.5	0	-13	-19	14	7	-36	-11	13
CCCO/N=C1/C(=O)N(c2ccccc2)c2ccccc21	-0.3	-11	0	-3	24	6	44	14	1
CCn1nccc1C(=O)Nc1ccc(S(=O)(=O)NC23CC4CC(CC(C4)C2)C3)cc1	0.5	1	5	2	5	16	-61	-21	0
O=C(C1=C[C@@H](c2ccc(Br)cc2)C[C@@H](OCCCCO)O1)N1CCN(Cc2ccc3c(c2)OCO3)CC1	0.1	30	1	-13	-9	18	-18	8	-5
O=[N+]([O-])c1cccc(-c2cn3nc(-c4ccccc4)c(-c4ccccc4)nc3n2)c1	0.3	-4	0	-26	-68	17	-3	-63	-5
O=C(Cc1ccc(F)cc1)N/N=C/c1ccc(-c2ccc(Cl)c(C(=O)O)c2)o1	1.0	4	-4	-47	18	7	1	-25	-3
COc1cc(C(=O)NC(CCSC)C(=O)OCC(=O)NC(=O)C2CCCCC2)cc(OC)c1OC (stereo not given)	2.9	-3	3	-3	27	3	10	-11	-19
NC(=O)NCCC1=CCCCC1	0.0	7[fluorescence artefact?]	-3	-4	1	nt	-2	-2	nt
c1ccc2[nH]c(SCc3cn4ccccc4n3)nc2c1	2.4	-16	2	-1	2	5	-24	-21	21
O=C(c1ccc(Cn2c(=O)[nH]c3ccccc3c2=O)cc1)N1CCN(c2ccccn2)CC1	1.2	7	1	-10	-1	11	6	-13	3
O=C1C2CCCN2C(c2ccccc2)N1c1ccc(F)cc1 (stereo not given)	-0.1	6	4	-2	8	12	14	6	-1
Cc1[nH]c2ccccc2c(=O)c1CN1CCCCC1	0.1	-2	2	11	0	11	15	-19	-4
CCCc1nc(NCC2CCCO2)c2nnn(Cc3ccccc3)c2n1 (stereo not given)	-0.2	1[fluorescence artefact?]	-1[fluorescence artefact?]	2	-8	7	21	-5	4
Cc1cccc(NC(=S)NC(C)C(c2ccccc2)N2CCN(C)CC2)c1C (stereo not given)	0.9	-15	-1	7	4	2	-30	3	nt
COc1ccc(NC(=O)Cc2c[nH]c3ccccc23)cc1S(=O)(=O)N1CCOCC1	1.7	-5	-2	-1	-5	9	-31	6	9
CS(=O)(=O)N(CC(=O)N1CCN(Cc2ccccc2)CC1)c1ccc2c(c1)OCCO2	0.8	-2	-1	-3	1	6	10	24	-5
Cc1ccc(S(=O)(=O)Nc2ccccc2C=Nc2cccc(C)c2C)cc1	0.4	-1	-1	-1	-1	8	40	18	-7
O=C(COc1ccccc1-c1ccccc1)N/N=C/c1cccnc1	2.0	-7	2	-8	10	7	-11	24	nt
COc1cccc(N2C(=O)N(c3ccccc3Cl)C3CS(=O)(=O)CC32)c1 (stereo not given)	0.0	2[fluorescence artefact?]	-1[fluorescence artefact?]	-1	1	10	-4	-21	2
O=C(C1CCCCC1)N1CCCc2ccccc21	-0.3	-10	3	4	-1	17	8	14	nt
COc1ccc(C2=NN(C(=O)CCC(=O)O)C(c3cccs3)C2)cc1OC (stereo not given)	5.5	6	3	-11	19	2	25	-50	-4
Cc1ccc(Oc2nc(CN3CCOCC3)nc3sc4c(c23)CCC(C)C4)cc1C (stereo not given)	1.5	-6	-1	-14	5	12	19	-33	-60
Cc1ccc2nc(NC(=O)C3CCCN3C(=O)OC(C)(C)C)sc2c1 (stereo not given)	1.5	-6	-4	0	15	9	-22	-22	nt
Cc1ccc(S(=O)(=O)N2CCN(S(=O)(=O)c3ccc4c(c3)OCCO4)CC2)cc1	0.8	-7	-5[fluorescence artefact?]	-8	2	2&11	3&-14	9	-3
O=C(COC(=O)c1cccs1)NCC1CCCCC1	2.1	-4	3	3	-1	5	14	-9	-2
COCCN(C(=S)Nc1c(C)cc(C)cc1C)C(C)c1cccnc1 (stereo not given)	-0.2	-7	-2[fluorescence artefact?]	21	1	7	17	-5	3
COc1ccc(NC(=O)N(C2CCCCC2)C(C)c2cccnc2)c(OC)c1 (stereo not given)	-0.6	1	6	6	0	15	-22	18	-6
O=C(Nc1cnn(Cc2ccc(F)cc2)c1)c1cnccn1	-0.3	-10	11	-6	3	9	-8	-4	-5
C=C(CCC(=O)c1ccccc1)C(=O)c1ccccc1	4.5	-10	-1	1	-1	12	10	13	2
NC(=O)CCNC(=O)c1ccc(Cl)cc1	0.2	-6[fluorescence artefact?]	-12	-3	3	16	-7	5	5
Cc1c(NC(=O)C2CCCCC2)cc(C(=O)N2CCOCC2)cc1[N+](=O)[O-]	2.4	-12	0	-3	23	10	-5	-5	2

Given with each value named: 3 of the compounds above
COc1ccc(C2=NN(C(=O)CCC(=O)O)C(c3cccs3)C2)cc1OC (stereo not given)
- zVAD death inh: 5.5
- 14-3-3 Bad PPI: 6
- eIF4E 4G PPI: 3
- TbHK1 inh: -11
- Hck Nef HTS: 19
- EP2 antag: 2
- EP2 mod: 25
- Calpain2 inh: -50
- Rad51 HR inh: -4
Cc1ccc(Oc2nc(CN3CCOCC3)nc3sc4c(c23)CCC(C)C4)cc1C (stereo not given)
- zVAD death inh: 1.5
- 14-3-3 Bad PPI: -6
- eIF4E 4G PPI: -1
- TbHK1 inh: -14
- Hck Nef HTS: 5
- EP2 antag: 12
- EP2 mod: 19
- Calpain2 inh: -33
- Rad51 HR inh: -60
Cc1ccc2nc(NC(=O)C3CCCN3C(=O)OC(C)(C)C)sc2c1 (stereo not given)
- zVAD death inh: 1.5
- 14-3-3 Bad PPI: -6
- eIF4E 4G PPI: -4
- TbHK1 inh: 0
- Hck Nef HTS: 15
- EP2 antag: 9
- EP2 mod: -22
- Calpain2 inh: -22
- Rad51 HR inh: nt

Next structures follow.
SMILES	zVAD death inh	14-3-3 Bad PPI	eIF4E 4G PPI	TbHK1 inh	Hck Nef HTS	EP2 antag	EP2 mod	Calpain2 inh	Rad51 HR inh
Cn1c(=O)c2c(ncn2CC(=O)Nc2ccccc2Sc2ccccc2)n(C)c1=O	0.2	-4	0[fluorescence artefact?]	4	-1	10	9	7	7
Cc1ccc(-c2[nH]ncc2/C=N/n2c(COc3ccccc3C)nc3ccccc3c2=O)cc1	2.3	24	-7	10	28	5	17	61*	25
O=C(CSc1ccc2ccccc2c1)Nc1ccc(S(=O)(=O)Nc2nccs2)cc1	1.9	-8[fluorescence artefact?]	-6	32	3	8	-48	39	-10
Cc1cccc2[nH]c3c(=O)n(CCN4CCNCC4)cnc3c12	0.0	5	2	20	2	19	-2	-53	-2
CCN1CCCC(NC(=O)c2cc([N+](=O)[O-])ccc2OC)C1 (stereo not given)	1.5	-11	7[fluorescence artefact?]	-27	4	14	5	0	9
COCCNC(=O)COc1ccc(Oc2ccccc2)cc1	0.1	-8	-2	2	-1	5	-6	-16	-1
COc1cccc2c1OCC/C2=N\NC(=O)COc1ccc(C)cc1	0.4	16	0[fluorescence artefact?]	-2	1	10	13	-23	5
CC(C)N(CC#CCC(O)(c1ccccc1)c1ccccc1)C(C)C	-0.1	-17[fluorescence artefact?]	1	10	1	4	-12	14	7
Cn1ccs/c1=N\S(=O)(=O)c1ccc(C(C)(C)C)cc1	-1.0	5[fluorescence artefact?]	0	-2	1	12	10	-1	-2
O=C(NC1CCCCC1)c1ccc(S(=O)(=O)N2CCCC2)cc1	0.9	-3	-5	-8	12	8	-2	-23	-7
CCNc1nc(NCC)n2c(SC(C(=O)Nc3cc(C)ccc3OC)c3ccccc3)nnc2n1 (stereo not given)	0.8	4[fluorescence artefact?]	-1[fluorescence artefact?]	26	-2	7	47	13	-1
COc1ccc(C(=O)COC(=O)c2cccnc2Cl)c(OC)c1	1.0	6	17	2	32	7	-38	0	-6
CC1(C)Cc2c(c(-c3ccco3)nc3sc4c(NCC5CCCO5)ncnc4c23)CO1 (stereo not given)	2.1	9	0[fluorescence artefact?]	-28	4	6	22	-218	10
O=C(OCC(=O)N1CCN(c2ccccc2)CC1)c1ccc2ncsc2c1	0.0	47[fluorescence artefact?]	-18[fluorescence artefact?]	5	3	21	1	-35	1
CCC(C)NS(=O)(=O)c1ccc(NC(=O)c2ccc([N+](=O)[O-])cc2Cl)cc1 (stereo not given)	-0.5	4	6[fluorescence artefact?]	7	0	5	2	28	0
CC1CN(C2CCN(C(=O)COc3ccc(Cl)cc3)CC2)CC(C)O1 (stereo not given)	0.3	55[fluorescence artefact?]	1	1	1	4	6	-1	6
Cc1ccc(C)c(-n2nnnc2Sc2nc([N+](=O)[O-])nn2C)c1	nt	-5	-7	-6	7	5	21	3	nt
O=C(N[C@@H](Cc1ccccc1)c1nc2ccccc2[nH]1)c1cc([N+](=O)[O-])ccc1Cl	1.1	-17	-5	13	3	5	-15	4	5
COc1ccc(C(=O)NNC(=O)CCC(=O)Nc2cc(C)on2)cc1	-0.3	-8	1	-9	0	5	10	-8	13
CC(=O)c1c(C)oc2ccc(N(C(C)=O)S(=O)(=O)c3ccc(Cl)c([N+](=O)[O-])c3)cc12	3.4	12	1	-1	8	15	13	-68	14
CC(=O)c1cc(-c2ccccc2)n(CC(=O)N2CCCC2)c1C	1.3	-16	-2	-8	24	5	17	-18	7
Cc1[nH]nc(SCC(=O)NC(C)c2ccccc2)c1[N+](=O)[O-] (stereo not given)	0.9	-28	7[fluorescence artefact?]	32	2	5	6	13	-2
OCc1ccccc1CNCc1ccccc1	1.7	20	8	1	5	15	-14	10	-4
COc1ccc(C(C)=O)cc1COC(=O)Cc1n[nH]c(=O)c2ccccc12	-0.2	-3	-9	-3	0	5	18	2	-6
CC1(C(O)(C#CC[N+]2(C)CCCCC2)c2ccccc2)CCCC1 (stereo not given)	3.4	9	3	8	20	7&5	6&21	-26	1
Cc1ccc(C(c2nnnn2CCc2ccccc2)N2CCC(C)CC2)cc1 (stereo not given)	-0.2	56[fluorescence artefact?]	11	6	13	8	38	28	1
O=S(=O)(Nc1ccc(-n2cnnn2)cc1)c1ccc(F)c(F)c1F	0.4	1	-4	-4	16	4	-7	-2	12
Cc1c(C)n(C(=O)CSc2nc3ccccc3[nH]2)c2ccccc12	1.6	31	12	16	-1	7	-4	-24	2
CCOC(=O)C1=C(O)CSC1=Nc1ccc(C)cc1	-0.3	-8	-2	-6	-16	5	32	-36	15
COc1cc(NC(=S)NCCCN(C)C)c(OC)cc1NC(=O)c1ccco1	-1.2	-7	4	-15	12	12	-24	16	17

Not all compounds are listed. The share of hits here may be higher or lower than overall.
